Bioassay records: PubChem, National Center for Advancing Translational Sciences (NCATS)
Abeta yeast res: qHTS for compounds that reverse cellular toxicity of Amyloid beta (A-beta) peptide in yeast: Primary Screen. yeast expressing A-beta42, growth rescue, OD600, 48 h; response scale: 0% DMSO, 100% iron-clioquinol control. 410,000 compounds, 0.063% hits. Potency, µM (series often up to 46.1 µM), inactives show at the top dose growth rescue, hits mostly activators; also: nearly all actives have a fitted effect of over 55% in size
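Growth rescue measured by 600 nm absorbance after 48 h yeast culture at 30 C with compound. Values normalized between DMSO and an equimolar ferric chloride plus clioquinol control.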
FUS suppressor: qHTS for Suppressors of FUS Proteinopathy: Primary screen using FUS-linked yeast assay | S. cerevisiae FUS-expressing, growth rescue, OD600, 24 h | Potency, µM (top dose mostly 76.6 µM), without a hit: at the highest dose growth rescue (activation), most hits filed as activators | 390,000 compounds, 0.24% hits;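 also: plate controls were DMSO vehicle for no effect and reference control for full effect; nearly all actives have a fitted effect of over 55% in size; some results filed as inactive show a strong effect at the top dose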
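Read-out: OD at 600 nm after 24hr at 30C, reporting rescue of FUS-induced yeast toxicity. Cells at OD 0.005 in galactose (2%) minimal medium; compounds tested in a dilution series; CP55940 titration from 92uM final as control.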
* = called active by the depositor; ? = inconclusive. Calls follow the shape of the dose curve; as a rule, active = well fitted activation curve with a large enough effect; inconclusive = small, poorly fitted or top-dose-only effect; inactive = no such curve, though single readings can be large or run the other way. Potency is read from the fitted curve at half-maximal effect. Not all compounds are listed; the hit share may differ from the screen's.

SMILES | Abeta yeast res | FUS suppressor
CCOC(=O)c1cccc(NC(=O)c2cc3sccc3n2Cc2ccc(Cl)cc2)c1 | -9% | 12%
Cc1ccc(C)c(N2CCN(CCCNC(=O)Nc3cc(Cl)ccc3C)CC2)c1 | -11% | -19%
CCN(CC)c1cc2c(cc1F)c(=O)c(S(=O)(=O)c1cc(C)ccc1C)cn2Cc1ccccc1 | -3% | -4%
CCOC(=O)c1ccc2nc(C)cc(Nc3ccc(OC(C)C)cc3)c2c1 | -17% | -5%
COc1ccc(CCNc2ncnc3onc(-c4ccc(Cl)cc4)c23)c(OC)c1 | -12% | -17%
Cc1oc(C)c2c(=O)cc(-c3ccc4c(c3)OCO4)cc(OC(=O)c3ccccc3Cl)c12 | -5% | 41%
Cc1ccccc1NC(=O)Cn1nc(-c2ccccc2)nc(Cc2ccccc2)c1=O | 10% | -4%
Cc1ccccc1NS(=O)(=O)c1ccc(Br)s1 | 8% | -7%
Cc1cc(C)cc(-n2c(SCC(=O)Nc3nnc(C)s3)nc3c([nH]c4ccccc43)c2=O)c1 | 6% | -13%
COc1cccc(NC(=O)Cn2c(=O)n(Cc3ccc(C(=O)NCc4ccc(C)cc4)cc3)c(=O)c3ccccc32)c1 | -4% | ?
CC(=O)Nc1ccc(NCc2nnc3n2CCCCC3)cc1 | -10% | -16%
CNC(=O)C1CCC(Cn2c(=O)c3sccc3n(CC(=O)Nc3ccc(C)c(F)c3)c2=O)CC1 (centres undefined) | -13% | 4%
Cc1cc(C)cc(NC(=O)C2CCCN(c3nnc(-n4c(C)ccc4C)s3)C2)c1 (centres undefined) | -14% | 28%
CCOc1ccc(S(=O)(=O)Nc2nc3ccccc3nc2Nc2ccc(OC)cc2)cc1 | -14% | -11%
CCOc1ccccc1NC(=O)Cn1cc(C(=O)c2ccc(Cl)cc2)c(=O)c2ccc(C)nc21 | -14% | -26%
Cc1oc(-c2cccc(Cl)c2)nc1CN1CCC(C(=O)NC(C)c2ccccc2)CC1 (centres undefined) | -3% | 14%
CCOC(=O)c1ccccc1NC(=O)Cn1nnc2sc3c(c2c1=O)CCCC3 | -1% | -9%
COc1ccccc1C(=O)Nc1ccc(S(=O)(=O)Nc2nc(C)cc(C)n2)cc1 | -9% | 16%
COC(=O)c1ccc(NC(=O)c2c(NCc3ccc(C)o3)sc3c2CCCC3)cc1 | -9% | ?
Cc1ccc(C)c(CN2C(=O)CSc3ccc(C(=O)NCCc4ccc(Cl)cc4)cc32)c1 | 3% | 4%
COc1ccc(-c2cc3nc(-c4ccc(Br)cc4)cc(C(F)(F)F)n3n2)cc1 | -7% | -25%
O=C(NCC12CC3CC(CC(C3)C1)C2)c1cc2nc(-c3ccc(Cl)cc3)cc(C(F)(F)F)n2n1 | -14% | -22%
Cc1cccc(CNC(=O)c2oc3c(c2C)-c2nn(Cc4ccccc4Cl)cc2CC3)c1 | 4% | ?
Cn1c(C(=O)N2CCC(C(=O)NCCc3ccccc3)CC2)cc2sccc21 | 22% | 4%
COc1ccccc1CNC(=O)CCCCn1c(=O)c2ccccc2n(Cc2ccccc2C)c1=O | -20% | 7%
Cc1ccc(CNC(=O)CSc2c(C(C)C)cnc3c2c(=O)n(C)c(=O)n3C)cc1 | -12% | 16%
COc1cc(NC(=O)Cn2cc(S(=O)(=O)c3ccccc3)c(=O)c3ccccc32)cc(OC)c1 | 3% | 3%
CCCCn1c(=O)c2oc3ccccc3c2n(CC(=O)Nc2ccccc2OC)c1=O | -14% | -17%
CCOC(=O)c1sc(NC(=O)c2cc3nc(-c4ccccc4)cc(C(F)(F)F)n3n2)c(C(=O)OCC)c1C | -16% | -5%
Cc1nc(-c2ccc(Cl)cc2)sc1CCNC(=O)Cc1ccc(F)cc1 | 0% | -1%
COc1ccc(CNC(=O)CCc2c(C)c3cc4c(C)c(C)oc4cc3oc2=O)cc1 | -27% | 1%
COc1cccc(NC(=O)C2CCC(CNS(=O)(=O)c3csc(C(N)=O)c3)CC2)c1 (centres undefined) | -11% | -9%
CN(CC(=O)NCc1ccccc1Cl)S(=O)(=O)c1ccc2c(c1)c(=O)n(C)c(=O)n2C | -11% | -27%
Cc1ccccc1C(=O)Nc1nnc(SCc2cc(=O)n3ccccc3n2)s1 | 4% | -16%
COc1ccc(NC(=O)c2nnn(Cc3nc(-c4cc(OC)c(OC)c(OC)c4)oc3C)c2C)cc1 | -14% | -10%
COc1ccc(NC(=O)CSc2nc3ccccc3c(=O)n2CCC(=O)NC2CCCCC2)c(OC)c1 | -12% | -18%
COc1ccc2c(Sc3ccc(C)cc3)c(C(=O)NCc3ccc(F)cc3)[nH]c2c1 | -11% | -29%
O=C(Cn1cc(S(=O)(=O)Cc2ccccc2F)c2ccccc21)Nc1ccc(F)c(Cl)c1 | 17% | 22%
CN(C)c1ccc(C(CNS(=O)(=O)c2cc(F)ccc2F)N2CCOCC2)cc1 (centres undefined) | -14% | -21%
Cc1ccc(NC(=O)Cn2cc(S(=O)(=O)Cc3ccccc3)c3ccccc32)cc1C | -1% | ?
Cc1ccc(Cl)cc1N1CCN(C(=O)c2cnc(N3CCOCC3)c3ccccc23)CC1 | 6% | 16µM*
COc1ccc(CNC(=O)CCc2cn(C)c3ccccc23)cc1 | 11% | -7%
CCOC(=O)c1cccc(NC(=O)c2ccc3c(Cl)c4c(nc3c2)CCC4)c1 | -20% | -16%
Cc1ccc(NC(=O)N2CCN(c3nnc(C)c4c(C)n(-c5ccc(Cl)cc5)nc34)CC2)c(C)c1 | -15% | -8%
CCOC(=O)CC1c2cc(OCC)c(OCC)cc2CCN1C(=O)Nc1cccc(Cl)c1 (centres undefined) | -7% | 36%
CCCCOc1ccc(C(=O)Nc2ccc(S(=O)(=O)Nc3nc(C)cc(C)n3)cc2)cc1 | -3% | ?
Cc1cccn2c(=O)cc(COc3ccc(NC(=O)c4cccc(F)c4)cc3)nc12 | -10% | -10%
CCOc1ccc(-c2cc3c(=O)n(CC(=O)NCc4ccc(Cl)cc4)ccn3n2)cc1 | -3% | -17%
Cc1nn(C)c2c1c(C(F)(F)F)cc(=O)n2CC(=O)N1CCCCC1 | -16% | 11%
Cc1ccc(CN2CCN(C3CCN(C(=O)Nc4ccc(C)cc4Cl)CC3)C(=O)C2=O)cc1 | -17% | 6%

At a glance, four of the compounds above:
SMILES | Abeta yeast res | FUS suppressor
Cc1cccn2c(=O)cc(COc3ccc(NC(=O)c4cccc(F)c4)cc3)nc12 | -10% | -10%
CCOc1ccc(-c2cc3c(=O)n(CC(=O)NCc4ccc(Cl)cc4)ccn3n2)cc1 | -3% | -17%
Cc1nn(C)c2c1c(C(F)(F)F)cc(=O)n2CC(=O)N1CCCCC1 | -16% | 11%
Cc1ccc(CN2CCN(C3CCN(C(=O)Nc4ccc(C)cc4Cl)CC3)C(=O)C2=O)cc1 | -17% | 6%

Rewritten in markdown: six of the compounds above.
| SMILES | Abeta yeast res | FUS suppressor |
| --- | --- | --- |
| Cc1ccc(NC(=O)Cn2cc(S(=O)(=O)Cc3ccccc3)c3ccccc32)cc1C | -1% | ? |
| Cc1ccc(Cl)cc1N1CCN(C(=O)c2cnc(N3CCOCC3)c3ccccc23)CC1 | 6% | 16µM* |
| COc1ccc(CNC(=O)CCc2cn(C)c3ccccc23)cc1 | 11% | -7% |
| CCOC(=O)c1cccc(NC(=O)c2ccc3c(Cl)c4c(nc3c2)CCC4)c1 | -20% | -16% |
| Cc1ccc(NC(=O)N2CCN(c3nnc(C)c4c(C)n(-c5ccc(Cl)cc5)nc34)CC2)c(C)c1 | -15% | -8% |
| CCOC(=O)CC1c2cc(OCC)c(OCC)cc2CCN1C(=O)Nc1cccc(Cl)c1 (centres undefined) | -7% | 36% |

(further entries)
SMILES | Abeta yeast res | FUS suppressor
O=C(CSc1nc2c([nH]c3ccccc32)c(=O)n1-c1ccc(F)cc1)NCc1ccccc1 | -7% | -1%
COc1ccccc1Nc1c2c(nc3ccc(NC(=O)c4cccc(OC)c4OC)cc13)CCCC2 | -4% | 13%
COc1ccc(NC(=O)CCCc2nnc3n(CCC(C)C)c(=O)c4sccc4n23)c(OC)c1 | 11% | -21%
COc1ccc(-c2noc(CSc3nnc(C)n3-c3ccc(F)cc3)n2)cc1 | -15% | 25%
CC(=O)Nc1ccc(C(=O)CSc2nnc3cc(C)c4ccccc4n23)cc1 | 4% | -13%
CCCC1=Nc2cc(C(=O)NCc3ccc(OC)cc3)ccc2Sc2ccc(C)cc21 | 2% | 45%
Cc1nn(C(=O)c2cccc(Cl)c2)c(C)c1S(=O)(=O)N1CCOCC1 | -4% | 12%
CC(C)NC(=O)C1CCN(C(=O)N2CCOc3ccc(Cl)cc32)CC1 | 8% | -22%
Cc1cccc(C)c1Nc1sc(C(=O)c2ccccc2)c(N)c1S(=O)(=O)c1ccccc1 | 1% | 6%
CCOC(=O)N1CCc2c(sc(NCc3cccs3)c2C(=O)Nc2ccc(OC)cc2OC)C1 | -12% | ?
Cc1ccc(C)c(NC(=O)c2ccc(=O)n(Cc3ccc(F)cc3)c2)c1 | -8% | 3%
COc1ccccc1C1C=C(c2ccc(F)cc2)Nc2nc(-c3ccc(Cl)cc3)nn21 (centres undefined) | 14% | 28%
CCOc1ccc(NC(=O)Cn2cc(S(=O)(=O)N3CCN(c4ccccc4F)CC3)c3ccccc3c2=O)cc1 | 7% | 19%
O=C(NCCc1c[nH]c2ccccc12)Nc1ccccc1C(F)(F)F | 2% | -6%
O=C(Nc1cccc(-c2cn3cccnc3n2)c1)c1cc(Br)ccc1Cl | -14% | -13%
Cc1cc(OCC(=O)N2CCC(c3nc4ccccc4s3)CC2)ccc1Cl | 7% | ?
CCOCCCNC(=O)C(c1ccccc1)N(Cc1cccs1)C(=O)c1ccc(NC(C)=O)cc1 (centres undefined) | -7% | 6%
COc1ccc(CNC(=O)CCc2c(C)nc3c(c2C)c(=O)n(C)c(=O)n3C)cc1 | -7% | -17%
CCOc1ccc(N(C(=O)c2ccc(Cl)cc2)S(=O)(=O)c2ccc3c(c2)n(C)c(=O)n3C)cc1 | -2% | -9%
Cc1cc(NC(=O)C2CCN(S(=O)(=O)c3cccc4nsnc34)CC2)ccc1Br | -6% | 1%
COc1ccc(NC(=O)c2coc(=O)c3ccccc23)cc1OC | -3% | 8%
Cc1ccc(-n2c(SCc3ccccc3)nc3c([nH]c4ccccc43)c2=O)cc1 | -3% | -8%
Cc1ccc(N2C(=O)c3oc4cc(C)c(C)cc4c(=O)c3C2c2cccc(O)c2)nc1 (centres undefined) | -6% | 24%
COc1ccc(-c2nc3c4ccccc4n(CC(=O)N4CCN(c5ccc(F)cc5)CC4)c(=O)n3n2)cc1 | -3% | -7%
COc1ccc(Cl)cc1NC(=O)Cn1nc(C(F)(F)F)c2c1CCC2 | 1% | 7%
CCOC(=O)/C(C#N)=C/c1ccc(-c2ccccc2)o1 | -12% | -7%
CCc1ccccc1N(CC)C(=O)Cn1nc(Cc2ccncc2)c2ccccc2c1=O | -21% | 18%
CCc1ccccc1NC(=O)Cn1c(=O)n(-c2ccc(C)cc2)c(=O)c2cc(OC)c(OC)cc21 | -9% | 4%
COc1cc(NC(=O)N2CCC3(CC2)Nc2cc(F)ccc2-n2cccc23)cc(OC)c1OC | -15% | -9%
CC(=O)c1ccc(NC(=O)c2cn(-c3ccccc3)nc2-c2ccc(Br)cc2)cc1 | -11% | 5%
Cc1c(Cl)cccc1NC(=O)Cn1nc(C(F)(F)F)c2c1CCC2 | 8% | 2%
Fc1cccc(Cl)c1CNCCSc1nnnn1-c1ccccc1 | -8% | -16%
Cc1cc(F)ccc1NC(=O)Cn1cc(S(=O)(=O)NC(C)C)c(S(=O)(=O)NC(C)C)c1 | -4% | 11%
COc1ccc(CNC(=O)CN(C)S(=O)(=O)c2ccc3[nH]c4c(c3c2)CCCC4)cc1 | -10% | ?
Cc1c(Cl)cccc1-n1ncc(C(=O)N2CCN(C)CC2)c1C1CCN(C(=O)OC(C)(C)C)CC1 | 12% | 5%
Cc1noc(-c2ccc(-c3noc(-c4ccc(F)cc4)n3)cc2)n1 | -15% | 0%
CCCCN1C(=O)c2[nH]nc(-c3ccccc3O)c2C1c1ccc(C(C)(C)C)cc1 (centres undefined) | 1% | -7%
COc1ccc(-c2cn3c(n2)sc2cc(C(=O)NCc4cccs4)ccc23)cc1 | 16% | 26%
CCn1c(/C(C#N)=C/c2ccccc2Cl)nc2ccccc21 | 3% | -6%
CCOc1ccc(N2CC(c3nc4ccccc4n3Cc3ccccc3F)CC2=O)cc1 (centres undefined) | -27% | 16%
CCOc1ccc(NC(=O)CC2C(=O)N(c3cccc(C)c3)C(=O)N2Cc2cccs2)cc1 (centres undefined) | 6% | 30%
CN(C)c1ccc(-c2nc3ccc(Cl)cn3c2Nc2ccc3c(c2)OCCO3)cc1 | -19% | 16%
CCC(=O)OCc1cc(=O)n2nc(C3CC3)sc2n1 | -12% | -12%
O=C(NCCc1csc(-c2cccc(F)c2)n1)c1ccc(Br)o1 | -13% | 21%
CC(C)c1ccc2oc(-c3cc(NC(=O)c4cccnc4)ccc3Cl)nc2c1 | -2% | 31%
CCOc1ccc(Sc2cc(C(=O)NCCCOC)c3ccccc3n2)cc1 | -6% | 8%
COC(=O)c1cc(NC(=O)Cn2ncc3c([nH]c4ccccc43)c2=O)cc(C(=O)OC)c1 | -15% | -23%
COc1ccc(CNC(=O)Cc2ccc(NC(=O)N3CCSc4ncccc43)cc2)cc1OC | 8% | 11%
